# Screening data (PubChem BioAssay)
# AI-2 QS mod = modulators of Vibrio harveyi AI-2 quorum sensing system; Vibrio harveyi JMH597 AI-2 luminescence/OD600 ratio, 9 h; active compounds read low; strain lacks LuxN and CqsS sensors; 0 = neutral-control median; 300,000 compounds, 0.4% hits; activity change, % at 7.5 µM; in the data active means activity change below about -75%, passing the limit was not always enough;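 further: luminescence divided by OD600 gain over 9 h not by final OD600 alone; inactives centre near 13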
# HSF1 inh = HSF1 inhibition. 300,000 compounds, 0.77% hits. NIH3T3-HGL HSE-luciferase, MG132-induced, luminescence 8 h; active compounds read low. activity change, negative = inhibition, % at 7.5 µM (by protocol);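 active means more than half of replicate wells show activity change below -50%, luminescence cut by over half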;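 further: luciferase reports HSF-1 transcriptional activity via heat shock element; 0% = median of DMSO wells and -100% = zero luminescence signal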
# Platelet DG rel = modulates dense granule release in human platelets. AID 1663. human platelet-rich plasma, SFLLRN dense granule ATP release, luminescence. 300,000 compounds, 0.22% hits. inhibition, %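 (compounds screened at 7.5 µM in platelet-rich plasma)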;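 active means mean replicate score, as percent of positive control, at or above 50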
# IEC-6 cytotox = kills IEC-6 intestinal cells in KLF5 counter-screen; IEC-6 cytotoxicity, luminescence viability; inhibition, % at 5 µM; 290,000 compounds, 0.78% hits; in the data active means inhibition above about 22%;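 further: 0% = plate median of test compound wells and 100% = cytotoxic reference compound wells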
# aSyn UTR inh = 5' untranslated region of α-synuclein, MLPCN primary screen; alpha-synuclein 5'UTR reporter, inhibitor activity; inhibition, % (tested at 7.5 µM); 300,000 compounds, 0.82% hits; in the data active means inhibition above about 60%;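 further: H4 neuroglioblastoma cells stably carrying SNCA 5'UTR luciferase fusion; 0% = DMSO wells and 100% = positive control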
# SKKanGAS inh = blocks kanamycin growth of S. pyogenes SKKanGAS strain; BacTiter-Glo, 6 h; inhibition, % at 7.5 µM; 300,000 compounds, 1.3% hits;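 active means mean replicate score, as percent of positive control median, at least 50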;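 further: strain carries kanamycin resistance gene driven by streptokinase promoter and grows in 40 µg/ml kanamycin; loss of luminescence reflects streptokinase promoter inhibition or plain growth inhibition; 0% = median of DMSO wells and 100% = positive control at its reference dose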
# HIF activator = HIF pathway transcriptional activation. U2OS HRE-luciferase reporter, luminescence; normalized: DMSO 0%, desferrioxamine 100%. activation, % at 7.5 µM (by protocol). 300,000 compounds, 0.32% hits. AID 1910;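 active means mean activation of at least 10% of the iron chelator positive control signal, with at least half of replicates also reaching 10%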
# HSF1 activator = increases HSF-1 driven luciferase reporter signal; 300,000 compounds, 1.7% hits; NIH3T3-HGL HSF-1 luciferase reporter, MG132, 8 h; 100% = twice DMSO control signal; activation, % at 9 µM;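 active means mean replicate activation of at least 50% with a set share of replicates each reaching 50%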;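 further: 0% = median of the neutral control wells and 100% = twice that signal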
# KLF5 inh = inhibitors of KLF5 expression. DLD-1 KLF5 promoter-luciferase reporter, luminescence. inhibition, % at 5 µM. 290,000 compounds, 0.23% hits. AID 1700;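 active means inhibition above a per-plate limit of that plate's mean compound inhibition plus 3 SD, cut at about 60% in these data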;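 further: 0% = DMSO wells and 100% = LY294002 at 200 µM; higher means less KLF5 promoter-driven luciferase light; inactives centre near -14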
# HSP90 refold inh = blocks HSP90-mediated luciferase refolding in reticulocyte lysate; Rabbit reticulocyte lysate, luciferase refolding luminescence, 3 h; inhibition, % at 5.6 µM; 290,000 compounds, 0.91% hits; AID 1789;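 active means inhibition above the screen-wide mean plus 3 SD, computed separately per campaign, cut at about 16% in these data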;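 further: 0% = DMSO wells and 100% = 60 µM geldanamycin wells; inhibitors lower the luminescence because luciferase stays unfolded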
# * = called active by the depositor; x = not tested or not shown.
# Each structure is followed by: AI-2 QS mod	HSF1 inh	Platelet DG rel	IEC-6 cytotox	aSyn UTR inh	SKKanGAS inh	HIF activator	HSF1 activator	KLF5 inh	HSP90 refold inh
1	N#CCC(=O)N/N=C/c1ccc(OCc2ccccc2)cc1
  12	4	-1	-2	-66	-7	0.6	26	-3	0
2	N#C/C(=C\Nc1ccccc1SC(F)(F)F)c1nc(-c2ccc(F)cc2)cs1
  8	-7	-5	-5	8	-8	0.1	-6	11	-5
3	CC(C)c1ccc(-n2c(-c3ccccc3)c[n+]3c2CCc2ccccc2-3)cc1
  10	-29	2	41*	78*	-11	-1.6	-25	29	5
4	Cc1cccc(C(=O)NNC(=O)c2ccccc2[N+](=O)[O-])c1
  32	-5	2	-1	-22	2	0.9	2	-38	-2
5	CCN1CCN(C(=O)C2CCCN(S(=O)(=O)c3cccc4nsnc34)C2)CC1 (stereo unspecified)
  9	-2	2	-6	-5	0	0.5	-14	-20	4
6	O=C(/C=C/NNC(=O)c1ccc(Cl)cc1)c1ccccc1
  31	23	-1	-3	-77	2	1.0	37	-9	5
7	COc1ccc(NC(=O)c2ccc(-c3ccccc3Cl)o2)cc1
  28	20	5	1	-156	6	3.5	21	-14	-2
8	COc1ccc(NC(=O)C2CCN(S(=O)(=O)c3cn(C)nc3C)CC2)cc1
  24	1	-9	5	-2	0	-0.1	18	-33	6
9	CCOC(=O)c1cnc(-n2nc(C)cc2C)nc1Oc1ccc(C(=O)OC)cc1
  7	-3	-6	0	-8	-5	-0.2	-2	-16	6
10	CC(C)(C)Nc1c(-c2cccs2)nc2ccccn12
  33	0	1	-2	16	5	0.3	-9	-10	-6
11	CCOC(=O)Cc1cc(=O)[nH]c(/N=C(/NC(=O)c2ccccc2)Nc2ccccc2C(F)(F)F)n1
  13	-7	-3	7	10	2	0.1	-2	-30	1
12	O=C(NCCC1CCCCN1S(=O)(=O)c1ccccc1)C(=O)NCc1ccccc1F (stereo unspecified)
  12	-1	6	x	19	-9	-0.4	0	x	x
13	Cc1cccc(NC(=O)c2cn(-c3ccccc3)nc2-c2ccccc2)c1
  -6	3	-1	-3	0	39	-0.1	14	-24	-3
14	CN1C(=O)N(c2nnc(C(C)(C)C)s2)C(=O)C1c1ccccc1 (stereo unspecified)
  24	1	-6	1	14	-1	-0.1	23	0	-1
15	Cc1c(C(=O)NC2CCCCC2)oc2c1C(=O)CC(C)(C)C2
  15	-8	12	2	23	5	-0.3	6	-36	-3

# An excerpt of these results, with bars between the fields:
cpd | SMILES | AI-2 QS mod | HSF1 inh | Platelet DG rel | IEC-6 cytotox | aSyn UTR inh | SKKanGAS inh | HIF activator | HSF1 activator | KLF5 inh | HSP90 refold inh
1 | N#CCC(=O)N/N=C/c1ccc(OCc2ccccc2)cc1 | 12 | 4 | -1 | -2 | -66 | -7 | 0.6 | 26 | -3 | 0
2 | N#C/C(=C\Nc1ccccc1SC(F)(F)F)c1nc(-c2ccc(F)cc2)cs1 | 8 | -7 | -5 | -5 | 8 | -8 | 0.1 | -6 | 11 | -5
3 | CC(C)c1ccc(-n2c(-c3ccccc3)c[n+]3c2CCc2ccccc2-3)cc1 | 10 | -29 | 2 | 41* | 78* | -11 | -1.6 | -25 | 29 | 5
4 | Cc1cccc(C(=O)NNC(=O)c2ccccc2[N+](=O)[O-])c1 | 32 | -5 | 2 | -1 | -22 | 2 | 0.9 | 2 | -38 | -2
5 | CCN1CCN(C(=O)C2CCCN(S(=O)(=O)c3cccc4nsnc34)C2)CC1 (stereo unspecified) | 9 | -2 | 2 | -6 | -5 | 0 | 0.5 | -14 | -20 | 4
6 | O=C(/C=C/NNC(=O)c1ccc(Cl)cc1)c1ccccc1 | 31 | 23 | -1 | -3 | -77 | 2 | 1.0 | 37 | -9 | 5
7 | COc1ccc(NC(=O)c2ccc(-c3ccccc3Cl)o2)cc1 | 28 | 20 | 5 | 1 | -156 | 6 | 3.5 | 21 | -14 | -2
8 | COc1ccc(NC(=O)C2CCN(S(=O)(=O)c3cn(C)nc3C)CC2)cc1 | 24 | 1 | -9 | 5 | -2 | 0 | -0.1 | 18 | -33 | 6
9 | CCOC(=O)c1cnc(-n2nc(C)cc2C)nc1Oc1ccc(C(=O)OC)cc1 | 7 | -3 | -6 | 0 | -8 | -5 | -0.2 | -2 | -16 | 6
10 | CC(C)(C)Nc1c(-c2cccs2)nc2ccccn12 | 33 | 0 | 1 | -2 | 16 | 5 | 0.3 | -9 | -10 | -6
11 | CCOC(=O)Cc1cc(=O)[nH]c(/N=C(/NC(=O)c2ccccc2)Nc2ccccc2C(F)(F)F)n1 | 13 | -7 | -3 | 7 | 10 | 2 | 0.1 | -2 | -30 | 1
12 | O=C(NCCC1CCCCN1S(=O)(=O)c1ccccc1)C(=O)NCc1ccccc1F (stereo unspecified) | 12 | -1 | 6 | x | 19 | -9 | -0.4 | 0 | x | x
13 | Cc1cccc(NC(=O)c2cn(-c3ccccc3)nc2-c2ccccc2)c1 | -6 | 3 | -1 | -3 | 0 | 39 | -0.1 | 14 | -24 | -3
14 | CN1C(=O)N(c2nnc(C(C)(C)C)s2)C(=O)C1c1ccccc1 (stereo unspecified) | 24 | 1 | -6 | 1 | 14 | -1 | -0.1 | 23 | 0 | -1

# The results go on.
# Each structure is followed by: AI-2 QS mod	HSF1 inh	Platelet DG rel	IEC-6 cytotox	aSyn UTR inh	SKKanGAS inh	HIF activator	HSF1 activator	KLF5 inh	HSP90 refold inh
16	O=C(NCCC1=CCCCC1)c1ccc(Cl)cc1
  -43	37	-10	-6	-20	-5	0.0	59*	-163	8
17	Cc1ccc(C(c2sc3nc(C)nn3c2O)N2CCN(c3ccc(F)cc3)CC2)cc1 (stereo unspecified)
  13	1	5	5	23	-5	1.3	9	6	2
18	O=C(Nc1cc(Br)ccc1O)c1cc(-c2cccs2)on1
  24	1	14	-1	-147	-2	2.6	24	-93	1
19	CC(=O)Nc1ccc(NC(=O)COC(=O)c2cc([N+](=O)[O-])ccc2N2CCOCC2)cc1
  18	-5	-5	-2	11	1	-0.5	-13	-8	-2
20	O=C(CCCNC(=O)c1ccc(Cl)cc1)Nc1ccccc1C(F)(F)F
  14	-5	7	3	6	-2	-0.4	-2	-23	-3
21	CN1CCN(C(=O)c2cccn(Cc3ccc(C(F)(F)F)cc3)c2=O)CC1
  32	-7	1	-4	22	-2	-11	7	-23	6
22	Cc1ccccc1NC(=O)CN1CCN(Cc2ccccc2)CC1
  7	-6	-11	-5	12	6	0.1	-14	-2	-1
23	CCOc1ccc2c(C)c(C)c(=O)oc2c1OCC
  24	1	3	6	18	-3	-0.3	-4	-9	6
24	CC(c1ccccc1)N1C(=O)c2ccc(C(=O)NCc3ccco3)cc2C1=O (stereo unspecified)
  52	8	1	-2	6	1	-0.4	3	-21	-1
25	COc1ccccc1CNC(=O)c1cccnc1
  -2	-6	-1	-3	-9	-6	0.6	-7	-3	-2
26	CN(C)S(=O)(=O)c1ccc(NC(=S)NC(=O)Cc2ccccc2)cc1
  -86*	-2	1	-1	-8	5	-0.2	0	-20	1
27	O=[N+]([O-])c1ccc(S(=O)(=O)Nc2nnc(C3CCCCC3)s2)cc1
  80	-6	-4	-3	8	10	-0.4	3	-27	-2
28	COc1ccc(CNC(=O)COc2cc(O)c3c(c2)OC(C)(C)CC3=O)c(OC)c1
  22	2	10	4	-16	-2	0.2	16	-15	-4
29	FCCCOc1ccc(/C=N/OCc2ccc(Cl)cc2)cc1
  31	12	6	-2	-70	-12	0.9	8	13	-2
30	Fc1ccc(/C=N/N2CCN(Cc3ccccc3)CC2)cc1
  -5	4	-1	-8	-30	6	2.5	16	-70	-5

# Structures listed so far marked active in AI-2 QS mod.
no. | Molecule | AI-2 QS mod | HSF1 inh | Platelet DG rel | aSyn UTR inh | HSF1 activator | KLF5 inh | HSP90 refold inh
26 | CN(C)S(=O)(=O)c1ccc(NC(=S)NC(=O)Cc2ccccc2)cc1 | -86* | -2 | 1 | -8 | 0 | -20 | 1

# (list continues)
# Each structure is followed by: AI-2 QS mod	HSF1 inh	Platelet DG rel	IEC-6 cytotox	aSyn UTR inh	SKKanGAS inh	HIF activator	HSF1 activator	KLF5 inh	HSP90 refold inh
31	Cc1c(Cl)cccc1N/C(=N/S(=O)(=O)c1cccs1)c1ccccc1
  19	2	-7	-1	6	-20	1.0	-7	0	0
32	O=C(Nc1cc(Br)ccc1O)c1cnn2c(C(F)F)cc(C3CC3)nc12
  29	-6	-2	8	-45	11	0.3	-4	5	4
33	CC1CCCCC1NC(=O)CCNC(=O)N1CC(=O)Nc2ccccc21 (stereo unspecified)
  11	1	-5	-4	-11	0	2.2	0	-8	0
34	COc1ccc(C(=O)C2CCCN(C/C=C/c3ccccc3OC)C2)c(OC)c1 (stereo unspecified)
  20	1	-5	3	-1	-16	-0.5	1	-4	4
35	CCN(Cc1ccccc1)S(=O)(=O)c1cc(C(=O)c2c(N)n(C)c(=O)n(C)c2=O)ccc1OC
  14	-3	48	-1	-9	-8	-1.0	-1	-5	-1
36	Cc1cccc2cc3c(NC(=O)C(C)C)nn(C)c3nc12
  29	2	13	4	35	-4	0.0	10	-21	-2
37	COc1ccc(CNC(=O)CCC(=O)Nc2cccnc2)cc1
  -2	-1	-9	2	-2	1	-1.5	2	-26	-4
38	O=C(Cc1cccs1)NCc1cccc(Cl)c1
  8	15	9	-1	-88	2	3.1	26	-71	-1
39	Cn1c(=O)oc2cc(S(=O)(=O)NCc3ccc(Cl)cc3)ccc21
  46	-1	1	1	18	0	-0.2	13	-2	1
40	CC1CCCC(C)N1C(=O)CSc1nnnn1Cc1ccccc1 (stereo unspecified)
  27	9	-2	2	-1	-5	-22	-6	-11	-2
41	Cc1ccc(-c2nnc(NC(=O)c3c(F)cccc3Cl)s2)cc1
  20	4	4	0	-51	17	0.4	17	-72	-3
42	COc1ccc(-c2csc(NC(=O)C(CC(=O)O)N3CCOCC3)n2)cc1 (stereo unspecified)
  2	-5	1	2	11	-1	0.4	13	-29	-2
43	COc1ccc(C(=O)Nn2c(SCC(=O)NCc3ccccc3)nc3ccccc3c2=O)cc1
  43	-61*	-3	4	77*	3	-1.6	-68	-31	68*
44	Cc1c(C)c2c(OCC(=O)NCC(C)C)cc3c(c2oc1=O)CCC(C)(C)O3
  -5	-7	-3	1	9	2	1.2	9	-32	1
45	COc1ccc(C(=O)Nc2ccc3ncccc3c2)cc1
  39	-6	7	8	25	-6	0.0	23	-19	29*
46	COc1ccc(/C=N/NC(=O)c2cccnc2)cc1Cn1nc([N+](=O)[O-])c(Br)c1C
  42	3	-3	11	-58	0	0.3	10	32	0
47	Cc1ccc(N=Nc2c(N)[nH]n3c(=O)cc(-c4ccccc4)nc23)cc1
  27	x	x	2	x	x	x	x	7	1
48	CCC1Oc2ccccc2N(CC(=O)NCCC2=CCCCC2)C1=O (stereo unspecified)
  23	8	2	5	9	0	-0.3	11	-19	-3
49	O=C(OCCOc1cccc(Cl)c1)C1CCN(S(=O)(=O)c2ccccc2)CC1
  -5	2	-16	3	-16	-1	-0.3	-5	-1	3
50	CC(C)COc1cccc(C(=O)NC2(C)CCS(=O)(=O)C2)c1 (stereo unspecified)
  21	4	14	-3	9	3	-0.3	15	-27	-2
51	CC(/C=C/c1ccco1)=N\NC(=O)c1cccc(Cl)c1
  25	x	-1	12	-52	5	x	x	3	-4
52	Cc1ccnc(SCc2cn3c(C)cccc3n2)n1
  10	-3	-4	-10	-45	7	0.0	6	-4	-10
53	Cc1ccc(C(CC(=O)N2CCCC2)c2ccccc2)c(O)c1C (stereo unspecified)
  -2	9	9	2	16	4	-0.1	-5	8	-6
